APOBEC3G inh: blocks human APOBEC3G single-stranded DNA deamination; 0.28% of 330,000 active; recombinant A3G, ssDNA deamination FAM/TAMRA fluorescence; inhibition, % at 20 µM; AID 493012;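 active = inhibition of at least 40% at 20 µM, with no more than 30% in the related APOBEC3A deaminase screen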;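 also: plate controls were DMSO wells with A3G for no effect and wells lacking A3G enzyme for full effect; some compounds called inactive have numbers as strong as hits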
Target sequence (Q9HC16 whole entry, looked up): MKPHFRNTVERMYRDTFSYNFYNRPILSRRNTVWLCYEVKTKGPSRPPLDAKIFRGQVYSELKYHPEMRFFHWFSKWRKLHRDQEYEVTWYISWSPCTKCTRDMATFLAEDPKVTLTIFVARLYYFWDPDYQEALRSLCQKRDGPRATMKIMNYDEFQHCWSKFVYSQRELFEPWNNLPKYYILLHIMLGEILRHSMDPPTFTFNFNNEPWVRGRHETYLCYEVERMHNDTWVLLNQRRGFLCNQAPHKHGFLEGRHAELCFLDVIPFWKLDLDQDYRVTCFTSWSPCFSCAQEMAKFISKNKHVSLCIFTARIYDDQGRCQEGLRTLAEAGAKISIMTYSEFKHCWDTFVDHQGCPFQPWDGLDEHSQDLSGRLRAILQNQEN
MIN6 prolif: inducers of beta-cell replication in MIN6 cells. AID 2380. MIN6 cells proliferation, ATPlite luminescence, 48 h; cells starved in 0.2% serum; 100% = growth in 10% serum. proliferation, % at 10 µM. 0.29% of 330,000 active;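 active = compounds whose signal lies at least 3.5 SD above the mean of all wells on their plate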;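 also: 0% = DMSO-treated cells in low-serum medium and 100% = 10% serum control; some compounds called inactive have numbers as strong as hits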
NALP3 yeast inh: NALP3 inhibition in yeast; Yeast reconstituted NLRP3/ASC/caspase-1, beta-gal luminescence, 24 h; inhibition, % at 10 µM; 0.39% of 330,000 active; AID 2825;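 active = inhibition of 50% or more; inactive = inhibition below 50%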;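 also: plate controls were induced DMSO wells for no effect and uninduced yeast grown without galactose for full effect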
mIAP act: increases mouse intestinal alkaline phosphatase activity; activation factor at 10 µM; 0.24% of 330,000 active; muIAP, CDP-Star luminescence, 30 min; stronger effect = higher value; 1 = vehicle-only enzyme signal, 0 = enzyme-free wells;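 active = activation factor of at least 2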; also: the source names both 10 and 20 µM as test concentration; values of inactives mirror those of a sister screen read the other way
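Assay system: mouse IAP enzyme / Compound: DMSO-dissolved test compounds / Timing: 30 min, room temperature / Measured by: luminescence from enzymatic CDP-Star hydrolysis / Control set: DMSO-only wells, enzyme-free buffer wells as negative control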
SENP1 inh: inhibitors of human SENP1 SUMO protease catalytic domain; 0.21% of 360,000 active; recombinant SENP1 catalytic domain, CyPet-SUMO1-YPet FRET cleavage; inhibition, % at 10 µM; Q9P0U3;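 active = inhibition at least 30% at 10 µM, raw YFP signal under a set limit, fluorescence ratio 0.5 to 1.5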;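 also: 0% = enzyme with DMSO and 100% = no enzyme wells; some results filed as inactive read as strong as hits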
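Controls: no-enzyme wells low, DMSO-plus-enzyme wells high control. Test system: human recombinant His6-tagged SENP1 catalytic domain enzyme. Reagent: SFCypet-SUMO1-SFYpet FRET protein substrate, 25 nM final. Doses: one dose per compound, 10 µM, 0.5% DMSO. Detection: FRET, CFP and YFP emission. Timing: 50 min reaction at room temperature.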
hIAP block: blocks human intestinal alkaline phosphatase; P09923; purified IAP, CDP-Star luminescence, 30 min; inhibition, % at 10 µM; 0.12% of 330,000 active;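 active = inhibition reaching a set limit with compound at 10 µM in the primary screen, cut at about 35% in these data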;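 also: plate controls were DMSO wells with enzyme for no effect and no-enzyme buffer wells for full effect; values of inactives mirror those of a sister screen read the other way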
Target sequence (P09923 whole entry, looked up): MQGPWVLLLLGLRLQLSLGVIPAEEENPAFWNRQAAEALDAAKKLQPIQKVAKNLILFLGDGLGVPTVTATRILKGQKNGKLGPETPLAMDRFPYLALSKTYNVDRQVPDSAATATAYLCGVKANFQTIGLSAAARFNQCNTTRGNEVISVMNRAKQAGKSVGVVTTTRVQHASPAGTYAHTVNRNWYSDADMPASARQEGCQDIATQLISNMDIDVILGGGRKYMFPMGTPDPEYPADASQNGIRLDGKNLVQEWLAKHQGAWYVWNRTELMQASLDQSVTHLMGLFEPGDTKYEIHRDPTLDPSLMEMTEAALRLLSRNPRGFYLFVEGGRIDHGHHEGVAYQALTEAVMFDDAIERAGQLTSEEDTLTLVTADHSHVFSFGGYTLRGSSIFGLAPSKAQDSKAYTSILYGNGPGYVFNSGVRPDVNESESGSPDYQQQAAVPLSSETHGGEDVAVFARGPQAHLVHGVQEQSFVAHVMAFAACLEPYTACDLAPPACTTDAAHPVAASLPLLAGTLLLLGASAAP
hIAP activ: increases human intestinal alkaline phosphatase activity | 0.16% of 330,000 active | AID 2524 | purified human IAP, CDP-Star luminescence, 30 min; stronger effect = higher value; 1 = vehicle-only enzyme, 0 = enzyme-free background | activation factor at 10 µM;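 active = activation factor of the enzyme at least 2-fold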; also: the source names both 10 and 20 µM as test concentration; values of inactives mirror those of a sister screen read the other way
mIAP block: mouse IAP inhibition. purified mouse IAP, CDP-Star luminescence, 30 min. inhibition, % at 10 µM. 0.2% of 330,000 active. AID 2806;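 active = inhibition of at least 40% at 10 µM in the primary screen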;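 also: plate controls were DMSO with enzyme for no effect and no enzyme wells for full effect; values of inactives mirror those of a sister screen read the other way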
A3A deaminase: human APOBEC3A DNA deaminase inhibition | P31941 | recombinant A3A, FAM/TAMRA ssDNA deamination fluorescence | inhibition, % at 20 µM | 0.41% of 330,000 active;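 active = at least 40% inhibition at 20 µM here, with at most 30% in a related deaminase screen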;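 also: plate controls were A3A with DMSO for no effect and wells lacking A3A enzyme for full effect; some results filed as inactive read as strong as hits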
Target sequence (P31941 whole entry, looked up): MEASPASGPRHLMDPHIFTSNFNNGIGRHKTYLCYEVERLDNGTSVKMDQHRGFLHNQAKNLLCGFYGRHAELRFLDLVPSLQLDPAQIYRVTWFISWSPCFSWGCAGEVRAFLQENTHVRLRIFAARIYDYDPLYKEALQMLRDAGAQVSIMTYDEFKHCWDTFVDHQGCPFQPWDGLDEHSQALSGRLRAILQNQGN
Starred values were filed as active, the others as inactive; x = not tested or not shown; & = joins results of further samples.

| SMILES | APOBEC3G inh | MIN6 prolif | NALP3 yeast inh | mIAP act | SENP1 inh | hIAP block | hIAP activ | mIAP block | A3A deaminase |
| --- | --- | --- | --- | --- | --- | --- | --- | --- | --- |
| Cc1ccc2[nH]c(=O)c(C3C(C#N)=C(N)Oc4c3ccc3cccnc43)cc2c1 (stereo not given) | -2 | -6 | 25 | 0.93 | -77 | -28 | 1.3 | 7 | -1 |
| CS(=O)(=O)N(CC(=O)O)c1ccc(Oc2ccccc2)cc1 | -4 | 2 | 5 | 0.99 | 1 | 0 | 1 | 1 | -1 |
| O=C(Nc1ccccc1Cl)c1ccc(=O)[nH]n1 | 1 | -3 | 25 | 1.1 | 2 | -17 | 1.2 | -7 | 4 |
| CC(=O)Nc1ccc(OCC(O)Cn2c(C)nc3ccccc32)cc1 (stereo not given) | -3 | 2 | -4 | 1 | 0 | 11 | 0.89 | -4 | -2 |
| Cc1ccc(S(=O)(=O)N2CCCCC2)cc1NC(=O)COC(=O)c1ccc(=O)[nH]c1 | -7 | -1 | 3 | 1 | 3 | -9 | 1.1 | -3 | -2 |
| CCN(CC(=O)Nc1ccc2c(c1)CCC2)Cc1nc2ccccc2c(=O)[nH]1 | 2 | -2 | -5 | 1.1 | -10 | 0 | 1 | -14 | 7 |
| COc1ccc(NC(=O)CCn2c(=S)[nH]c3ccccc3c2=O)cc1OC | -6 | -1 | -12 | 0.96 | 2 | -16 | 1.2 | 4 | -4 |
| CC(C)C(NC(=O)c1c(F)cccc1F)C(=O)NCc1ccncc1 (stereo not given) | -9 | 10 | 8 | 0.97 | -1 | -8 | 1.1 | 3 | -1 |
| COc1ccc(NC(=O)N2CCCC(c3nc(-c4ccc(OC)cc4)no3)C2)cc1 (stereo not given) | -4 | 2 | 19 | 0.97 | 0 | 12 | 0.88 | 3 | -2 |
| Cc1ccc(C(=O)NC2CCCCCC2)o1 | -3 | -2 | -10 | 0.98 | 1 | 7 | 0.93 | 2 | -4 |
| Cc1cc(C)c(C(=O)Cn2cnc3cc([N+](=O)[O-])ccc3c2=O)cc1C | -5 | -3 | 34 | 0.94 | -26 | 6 | 0.94 | 6 | 4 |
| COc1cc(OC)c(NC(=O)c2cccc(F)c2)cc1Cl | -8 | 0 | 19 | 0.98 | 3 | -8 | 1.1 | 2 | -4 |
| COc1cccc(CN(C)Cc2cc(=O)oc3cc(O)c(Cl)cc23)c1 | -4 | 3 | 8 | 1 | -22 | -25 | 1.2 | -3 | 7 |
| C=CCn1c(COc2ccccc2F)nnc1SCC(=O)Nc1cc2oc3ccccc3c2cc1OC | -5 | -4 | 14 | 1 | -1 | -3 | 1 | -4 | -3 |
| N#Cc1cc2c(ccc3ccccc32)oc1=O | -5 | -1 | 14 | 0.94 | -30 | 10 | 0.9 | 6 | -1 |

Overlap with the part before: 2 entries, then new ones.
| SMILES | APOBEC3G inh | MIN6 prolif | NALP3 yeast inh | mIAP act | SENP1 inh | hIAP block | hIAP activ | mIAP block | A3A deaminase |
| --- | --- | --- | --- | --- | --- | --- | --- | --- | --- |
| C=CCn1c(COc2ccccc2F)nnc1SCC(=O)Nc1cc2oc3ccccc3c2cc1OC | -5 | -4 | 14 | 1 | -1 | -3 | 1 | -4 | -3 |
| N#Cc1cc2c(ccc3ccccc32)oc1=O | -5 | -1 | 14 | 0.94 | -30 | 10 | 0.9 | 6 | -1 |
| COc1cc(Cl)ccc1OCc1cc(C(=O)N(C)CC2CCCCO2)no1 (stereo not given) | -1 | -2 | 22 | 0.98 | 0 | -36 | 1.4 | 2 | -1 |
| CCc1ccc(NC(=O)N(CCCN2CCOCC2)C(C)c2cc3cccc(OC)c3o2)cc1 (stereo not given) | -5 | -1 | 21 | 1 | 2 | -6 | 1.1 | -3 | 1 |
| Cc1ccc(S(=O)(=O)NCC(=O)OCC(=O)Nc2ccc(C)c(S(=O)(=O)N3CCOCC3)c2)cc1 | -5 | -3 | 8 | 0.97 | 2 | -14 | 1.1 | 3 | -2 |
| COC(=O)c1ccc2[nH]cc(CCO)c2c1 | -6 | 1 | 0 | 0.76 | 0 | -13 | 1.1 | 24 | 2 |
| O=C(CSc1nnc(-c2ccco2)o1)NC(=O)Cc1ccccc1 | -1 | 0 | -2 | 0.9 | 1 | -13 | 1.1 | 10 | 1 |
| Cc1ccc(OCC(=O)Nc2ccc(S(=O)(=O)Nc3ccccn3)cc2)c(C)c1 | -3 | -3 | -14 | 1 | -2 | -8 | 1.1 | -1 | 0 |
| Cc1nn(CCc2n[nH]c(=S)n2C)c(C)c1Br | 18 | -1 | 15 | 1.1 | 1 | 10 | 0.9 | -6 | -5 |
| CCN(CC)S(=O)(=O)c1cccc(-c2n[nH]c(=S)n2Cc2ccccc2)c1 | 22 | 4 | 32 | 0.98 | 2 | -12 | 1.1 | 2 | -5 |
| N=c1c(C(=O)NC2CCCCC2)cc2c(=O)n3ccccc3nc2n1CC1CCCO1 (stereo not given) | -4 | 5 | 10 | 0.98 | -24 | -2 | 1 | 2 | 5 |
| O=C(Nc1nc2ccccc2[nH]1)c1cccc(Cl)c1 | -13 | -3 | 44 | 0.91 | -2 | -16 | 1.2 | 9 | -3 |
| Cc1cc(NC(=O)CSCC(=O)Nc2ccccc2N2CCCCC2)no1 | 2 | -5 | 0 | 1.1 | -1 | 8 | 0.92 | -9 | 9 |
| OCC[C@@H]1C[C@H](O)[C@@H](O)[C@]2(OCc3ccccc32)O1 | -7 | 0 | 9 | 1 | 0 | 4 | 0.96 | 0 | 8 |
| O=C(CN1CCCC1c1ccc2c(c1)OCCO2)NC(=O)Nc1ccccc1 (stereo not given) | 0 | -3 | 40 | 1.1 | 0 | -8 | 1.1 | -13 | 3 |
| COc1ccc2cc(C(=O)NCc3ccccc3CN3CCCC3)ccc2c1 | 0 | -5 | 19 | 0.95 | -3 | 16 | 0.84 | 5 | 2 |
| O=C(COC(=O)c1ccc(O)cc1)Nc1cccc(S(=O)(=O)NC2=NCCCCC2)c1 | 2 | -2 | 3 | 1.1 | 0 | -1 | 1 | -9 | -5 |

An excerpt from above in order of their number in SENP1 inh, largest number first:
Compound | APOBEC3G inh | NALP3 yeast inh | mIAP act | SENP1 inh | hIAP block | hIAP activ | mIAP block | A3A deaminase
Cc1nn(CCc2n[nH]c(=S)n2C)c(C)c1Br | 18 | 15 | 1.1 | 1 | 10 | 0.9 | -6 | -5
COc1cc(Cl)ccc1OCc1cc(C(=O)N(C)CC2CCCCO2)no1 (stereo not given) | -1 | 22 | 0.98 | 0 | -36 | 1.4 | 2 | -1
Cc1ccc(OCC(=O)Nc2ccc(S(=O)(=O)Nc3ccccn3)cc2)c(C)c1 | -3 | -14 | 1 | -2 | -8 | 1.1 | -1 | 0
COc1ccc2cc(C(=O)NCc3ccccc3CN3CCCC3)ccc2c1 | 0 | 19 | 0.95 | -3 | 16 | 0.84 | 5 | 2

More structures
| SMILES | APOBEC3G inh | MIN6 prolif | NALP3 yeast inh | mIAP act | SENP1 inh | hIAP block | hIAP activ | mIAP block | A3A deaminase |
| --- | --- | --- | --- | --- | --- | --- | --- | --- | --- |
| O=C(CSc1ccc([N+](=O)[O-])cn1)Nc1ccc(N2CCOCC2)cc1 | -5 | -1 | -6 | 1.1 | 2 | 3 | 0.97 | -6 | 0 |
| COC(=O)c1ccc(N2CC3CNC(=O)C2(C(=O)OC)N3C)cc1 (stereo not given) | -9&-4 | 4 | 9 | 1 | 1&1 | 8 | 1 | -1 | -3&3 |
| Cc1cccc2sc(NC(=O)c3ccc(Cl)s3)nc12 | -5 | 1 | 9 | 1 | 3 | -4 | 1 | -1 | -3 |
| O=C(Cn1c(Cc2ccccc2)nc2ccccc21)NCc1ccc2c(c1)OCO2 | -9 | 0 | 18 | 1.1 | -5 | 12 | 0.88 | -7 | -6 |
| CC1CN(c2nc3c(c(=O)n(C)c(=O)n3C)n2Cc2c(F)cccc2Cl)CC(C)O1 (stereo not given) | -8 | 0 | 13 | 1.1 | 2 | -8 | 1.1 | -11 | -5 |
| O=C(COc1ccc(Cl)cc1)NCCN1CCCCC1 | -6 | 0 | 16 | 1 | 0 | -8 | 1.1 | 0 | -1 |
| C=CC[C@@H](Cc1ccc(F)cc1)C(=O)OC[C@@H]1CCCN1C(=O)[C@@H](CC=C)CC(=O)N[C@H](CO)Cc1ccccc1 | -8 | -4 | 17 | 0.88 | 1 | -9 | 1.1 | 12 | 0 |
| COC(=O)[C@@H](NC(=O)N1CCC(C)CC1)C(C)C | -4 | -2 | 9 | 0.95 | -2 | -2 | 1 | 5 | -3 |
| Cc1ccc(-c2cc(C(=O)Nc3nccs3)c3ccccc3n2)c(C)c1 | -3 | -5 | -12 | 0.92 | -1 | -12 | 1.1 | 8 | 1 |
| COc1cc(OC)cc(C(=O)Nc2ccc([N+](=O)[O-])cn2)c1 | -7 | 0 | 22 | 0.99 | -1 | -5 | 1 | 1 | 0 |
| COc1ccccc1-c1nc(NC(C)=O)n[nH]1 | 2 | -5 | 16 | 0.96 | x | -15 | 1.2 | 4 | 1 |
| CCCN1C2CCCC1CC(NC(=O)c1ccc(C(C)(C)C)cc1)C2 (stereo not given) | -9 | -1 | -4 | 0.96 | 0 | -52 | 1.5 | 4 | -5 |
| O=C1CC2(CCCCC2)Oc2ccc(Cl)cc21 | -13 | 6 | -9 | 1.1 | 1 | 12 | 0.88 | -12 | -6 |
| Clc1ccc(CN2CCN(/N=C/c3ccco3)CC2)cc1 | -6 | -1 | -6 | 1.1 | 2 | 8 | 0.92 | -6 | -4 |
| COC(=O)CN1C(=O)COc2ccc(S(=O)(=O)NCc3ccc(Cl)cc3)cc21 | -5 | 2 | 0 | 1.1 | -2 | 8 | 0.92 | -7 | -2 |

The results go on.
mol | APOBEC3G inh | MIN6 prolif | NALP3 yeast inh | mIAP act | SENP1 inh | hIAP block | hIAP activ | mIAP block | A3A deaminase
Cc1ccc(CSCCC(=O)NCCc2ccc(Cl)cc2)cc1 | -1 | -1 | 16 | 1.1 | -2 | 9 | 0.91 | -6 | 5
COC(=O)C(C(=O)Nc1cc(C)on1)C1CCCCCC1 (stereo not given) | -2 | 1 | 20 | 1 | 4 | -23 | 1.2 | -1 | -1
O=C(Nc1ccccc1Oc1ccccc1)c1cccc([N+](=O)[O-])c1 | -10 | -2 | 7 | 0.95 | 1 | -2 | 1 | 5 | -2
O=C(CNc1ccccc1)N/N=C/c1cc([N+](=O)[O-])ccc1N1CCCC1 | -3 | -2 | 25 | 0.92 | -39 | 12 | 0.88 | 8 | -2
O=C(Nc1ccc(N2CCCC2=O)cc1)c1cncc(Br)c1 | -3 | 7 | 16 | 0.96 | -1 | -8 | 1.1 | 4 | 1
COc1ccc(C(=O)c2c[nH]c(C(=O)N=CN(C)C)c2)cc1 | 2 | -3 | 8 | 0.9 | -2 | 6 | 0.94 | 10 | 6
O=C(CCCc1cccs1)Nc1ccc2c(c1)OCO2 | -6 | -1 | 32 | 0.98 | 0 | 9 | 0.91 | 2 | 0
Clc1ccc(Cc2ccc(Cl)nn2)c(Cl)c1 | 0 | -5 | -6 | 1 | 1 | 0 | 1 | -3 | 0
COc1ccc(NC(=O)[C@H](COCc2ccccc2)NC(=O)OC(C)(C)C)cc1 | -1 | -1 | 15 | 1.2 | 1 | 11 | 0.89 | -16 | 1

Screening results: PubChem BioAssay, Sanford-Burnham Center for Chemical Genomics

Not all compounds are listed, so the mix of outcomes need not match the whole.
